Runt-CBFb FRET: inhibitors of human RUNX1 Runt domain binding to CBFb; Q01196+Q13951; 0.46% of 220,000 active; AID 1496; inhibition, % at 20 µM; Cerulean-Runt/Venus-CBFb FRET ratio 530/480, 1 h;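 active = inhibition over about 50% at 20 µM in the single-dose screen, limit read from the data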;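 note: 0% = DMSO wells and 100% = excess unlabeled CBFb competitor control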
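System: Cerulean-labeled Runt domain protein | Quantity: 100 nM of each labeled protein | Schedule: 1 h compound exposure, room temperature | Detection: Fluorescence energy transfer, 422 nm excitation, 530/480 nm emission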
Tb hexokinase: T. brucei hexokinase 1 inhibition. recombinant TbHK1, G6PDH-coupled NADH A340. inhibition, % at 10 µM. 0.11% of 220,000 active;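 active = inhibition of 50% or more in the single-dose primary screen; inactive = inhibition below 50%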
Runt-SMMHC FRET: blocks binding of human RUNX1 Runt domain to CBFb-SMMHC; inhibition, % at 20 µM; Cerulean-Runt/Venus-CBFb-SMMHC FRET ratio 530/480, 1 h; 0.74% of 220,000 active; Q01196+Q13951;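 active = mean inhibition across duplicate retests at 20 µM reaching about 50%, limit read from the data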;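 note: 0% = DMSO wells and 100% = wells with excess untagged CBFb-SMMHC; inhibitors lower the FRET ratio by blocking Runt binding to CBFb-SMMHC; some results filed as inactive read as strong as hits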
Furin inh: blocks human furin protease activity. inhibition, % at 30 µM. P09958. purified furin, fluorogenic substrate cleavage. 0.061% of 220,000 active; in the data active = inhibition above about 25%; note: inactives centre near -15
EBV gp42 inh: blocks Epstein-Barr virus glycoprotein 42 binding. Q1HVG2. Fluorescence polarization binding assay, mP read-out. inhibition, % (tested at 21.74 µM). 0.42% of 220,000 active; in the data active = inhibition above about 50%
Target sequence (Q1HVG2 whole entry, looked up): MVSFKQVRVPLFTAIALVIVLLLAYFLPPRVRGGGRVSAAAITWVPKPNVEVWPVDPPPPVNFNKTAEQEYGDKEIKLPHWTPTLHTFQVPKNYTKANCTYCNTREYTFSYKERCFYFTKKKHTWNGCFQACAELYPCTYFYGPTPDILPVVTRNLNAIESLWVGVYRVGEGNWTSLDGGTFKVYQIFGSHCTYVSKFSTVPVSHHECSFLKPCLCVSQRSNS
p97 ATPase inh: inhibitors of human p97 ATPase; recombinant p97 ATPase, Kinase-Glo ATP luminescence, 3 h; 0.42% of 220,000 active; AID 1481; inhibition, % at 8 µM; P55072; in the data active = inhibition above about 15%;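 note: 0% = DMSO vehicle and 100% = wells lacking enzyme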
m-calpain inh: inhibitors of pig calpain II | inhibition, % at 16 µM | 0.37% of 220,000 active | purified calpain II, fluorogenic peptide substrate, 30 min;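 active = inhibition above about 50%, limit read from the data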
p47phox inh: inhibitors of human p47phox binding; 0.53% of 220,000 active; inhibition, % at 24.7 µM; P14598; p47phox/p22phox peptide binding, fluorescence polarization, 2 h;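 active = inhibition above about 30%, limit read from the data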;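 note: 0% = p47phox with labelled peptide and 100% = labelled peptide alone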
Target sequence (P14598 whole entry, looked up): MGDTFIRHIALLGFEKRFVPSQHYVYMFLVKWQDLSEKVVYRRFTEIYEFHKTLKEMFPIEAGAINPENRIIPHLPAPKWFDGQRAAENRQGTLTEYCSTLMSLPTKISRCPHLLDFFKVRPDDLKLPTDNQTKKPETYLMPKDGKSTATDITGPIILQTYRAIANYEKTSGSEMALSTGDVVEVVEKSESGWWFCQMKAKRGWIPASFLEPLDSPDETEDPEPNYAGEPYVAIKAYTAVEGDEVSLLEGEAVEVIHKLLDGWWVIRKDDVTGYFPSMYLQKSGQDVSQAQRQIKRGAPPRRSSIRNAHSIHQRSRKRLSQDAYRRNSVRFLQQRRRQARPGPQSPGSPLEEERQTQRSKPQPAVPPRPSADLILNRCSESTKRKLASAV
RBBP9 inhibitor: blocks human serine hydrolase RBBP9. recombinant RBBP9, FP-Rh probe fluorescence polarization. inhibition, % at 7.94 µM. 0.2% of 220,000 active. AID 1515;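 active = inhibition above the campaign mean of all tested compounds plus 3 SD, cut at about 14% in these data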;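 note: plate controls were DMSO wells with RBBP9 for no effect and wells lacking RBBP9 protein for full effect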
Target sequence (O75884 whole entry, looked up): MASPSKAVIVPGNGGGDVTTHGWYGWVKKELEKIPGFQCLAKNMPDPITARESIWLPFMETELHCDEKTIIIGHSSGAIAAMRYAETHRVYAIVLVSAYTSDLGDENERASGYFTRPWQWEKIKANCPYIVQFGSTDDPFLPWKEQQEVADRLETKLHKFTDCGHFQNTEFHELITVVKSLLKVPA
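Controls: DMSO-treated enzyme wells and wells lacking RBBP9 | Material: RBBP9 protein | Technique: Fluorescence polarization | Replication: Single well per compound, no replicates | Buffer or medium: Tris-NaCl-Pluronic buffer, pH 8.0 | Timing: 30 min compound preincubation, 45 min probe labeling, 25 °C | Read-out basis: Percent inhibition from mP, scaled between DMSO and no-protein wells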
The depositor's hits bear a star; i = inactive; nt = no result given; [ ] = another dose, or the depositor's remark.

Structure,Runt-CBFb FRET,Tb hexokinase,Runt-SMMHC FRET,Furin inh,EBV gp42 inh,p97 ATPase inh,m-calpain inh,p47phox inh,RBBP9 inhibitor
CC(=O)Cc1nsc(NC(=O)c2ccc(-c3ccc(Cl)c(Cl)c3)o2)n1,-1,-45,-5,-40,8,-1,-65,-39,-14
Cc1cccc(C2NC(=O)c3c(sc(C)c3C)N2)c1O (stereo not drawn),51*,-4,4,-12[20 µM],-6,5,15,-9,6
CCCN(CCC)CCCNc1ccc(C(=O)Nc2cccc(OC)c2)cc1[N+](=O)[O-],-2,7,-2,-8,3,-5,15,1,-8
CCc1ccc(N2C(=O)C3C4CCC(C4=C(C)C)C3C2=O)cc1 (stereo not drawn),-3,-6,-1,-13,5,-1,-1,-2,-3
O=c1[nH]c2ccc(S(=O)(=O)N3CCCCC3)cc2o1,-2,0,0,6[20 µM],-15,4,-10,-21,-6
Cc1cc(Br)cc(C)c1NC(=S)NC(=O)CC(C)C,4,-1,-2,-13[20 µM],-28,-3,15,-7,-11
CCC1CC(/C(C)=N/NC(N)=O)OC1=O (stereo not drawn),-2,2,-1,-20,6,0,1,1,-12
CC(C)CNC(=O)CC(c1ccccc1)c1ccccc1,0,2,-1,-24,-1,1,-19,4,-1
c1ccc(Cc2nnc(N3CCCCC3)c3ccccc23)cc1,1,-2,0,-14,5,-1,-9,-13,-4
COc1ccc(OC)c(NC(=O)CC2SC(=Nc3ccccc3)N(CCc3ccccn3)C2=O)c1 (stereo not drawn),-4,-11,-9,-19,-3,2,-51,-14,0
O=C(c1ccco1)N1CCN(S(=O)(=O)c2ccc(C3CCCCC3)cc2)CC1,-1,-1,-6,-11[20 µM],-12,0,15,-15,2
CSCCC(=O)N1CCCC(CNC(=O)c2ccccc2Cl)C1 (stereo not drawn),nt,-3,nt,-19,-9,0,5,4,-5
S=C(NC1CCCCC1)N1CCN(c2ncccn2)CC1,-2,-13,3,-18,4,0,7,10,0
CCOC(=O)c1c(C)[nH]c(N=Nc2ccccc2C)c1C,-8,-25,-9,-17[20 µM],-16,3,-3,-16,-4
CN(C)CCNc1cnn(-c2ccccc2)c(=O)c1Cl,4,-1,1,-25,-19,8,5,-9,4
CCCN(CCC)CCNC(=O)C1c2ccccc2C(=O)N2CCc3ccccc3C12 (stereo not drawn),-1,3,2,-27,4,0,-5,-8,-7

Single values from the list.
Reading of CCCN(CCC)CCCNc1ccc(C(=O)Nc2cccc(OC)c2)cc1[N+](=O)[O-] under Tb hexokinase: 7
Reading of CCc1ccc(N2C(=O)C3C4CCC(C4=C(C)C)C3C2=O)cc1 (stereo not drawn) under RBBP9 inhibitor: -3
Reading of CCOC(=O)c1c(C)[nH]c(N=Nc2ccccc2C)c1C under EBV gp42 inh: -16
Reading of COc1ccc(OC)c(NC(=O)CC2SC(=Nc3ccccc3)N(CCc3ccccn3)C2=O)c1 (stereo not drawn) under RBBP9 inhibitor: 0

Next section:
Structure,Runt-CBFb FRET,Tb hexokinase,Runt-SMMHC FRET,Furin inh,EBV gp42 inh,p97 ATPase inh,m-calpain inh,p47phox inh,RBBP9 inhibitor
Cc1ccc(NC(=S)N/N=C2/CCCc3c(C)cc(C)cc32)cc1,2,-23,-5,3[20 µM],-4,1,-1,-13,-9
CCOC(=O)c1[nH]c(C)c(C(=O)NCc2ccc(C)cc2)c1C,0,-2,-1,-14,-15,3,-20,-6,-1
O=C(Cc1ccccc1)N/N=C/c1ccc(OCC(=O)Nc2ccccc2)cc1,-2,5,3,-27[20 µM],-8,1,6,-8,-10
O=C(Nc1cccc(C(=O)O)c1)/C(=C\C=C\c1ccccc1)NC(=O)c1ccccc1,2,-46,-3,-1,2,2,45,5,-2
COc1ccc(S(=O)(=O)N2CCCCC2)cc1NC(=O)CSc1nccn1C,0,1,-2,-26,-12,5,11,-9,-6
Cn1c(NCCCO)nc2c(c1=O)C1(CCCCC1)Cc1ccccc1-2,-1,-14,2,-64,-1,-1,i,-15,-4
CC[C@H](C)/C=C(C)/C=C/C(=O)Cc1cc(O)c(C)c(O)c1C=O,1,-35,-94,-25,-25,nt,-93,-45,nt
CC(C)(C)c1cc(NC(=O)Nc2ccc(Br)cc2Cl)no1,1,3,-1,-12,4,1,6,-7,-12
CCOc1ccccc1NC(=O)CCCN1C(=S)NC(C)(C)CC1C (stereo not drawn),2,30,0,-15,-12,5,-7,0,-5
Cc1ccc(N2C(=O)C(NC(=O)c3ccccc3)(C(F)(F)F)C3=C2CC(C)(C)CC3=O)cc1 (stereo not drawn),-1,35,2,-9,-8,5,7,5,-1
CC(=O)Nc1ccc2c(c1)C(=O)c1ccccc1C2=O,-3,-6,-8,-21[20 µM],13,2,-15,-16,-7
CCCCOC(=O)c1ccc(NC(=O)CSc2nncn2C)cc1,0,-1,-2,-3,-1,0,-34,-5,-10
COc1ccc(NC(=S)N2CCN(C(=O)C3CCCO3)CC2)c(OC)c1 (stereo not drawn),1,31,-4,-18,8,3,-1,-4,-4
O=[N+]([O-])c1ccc(N2CCN(C(=S)NC3CCCCC3)CC2)cc1,-2,-3,-6,-6,-3,-4,10,1,-10
CCOC(=O)N1CCN(C(=O)c2cnc(Nc3ccccc3OC)c3ccccc23)CC1,0,-29,0,-1,-5,0,23,-3,-5
COc1c(F)c(F)c(C(=O)Nc2ccc(-c3nc4ccccc4[nH]3)cc2)c(F)c1F,2,-15,4,-20,2,1,-74,-3,-5
C=CCn1c(C)csc1=Nc1ccc(C(=O)O)cc1,3,-20,0,-20,-16,4,-1,4,0
Cc1oc2cc3c(C(=O)N4CCN(c5ccccc5)CC4)c(C)oc3cc2c1C(=O)N1CCN(c2ccccc2)CC1,nt,-2,nt,-16[20 µM],nt,3,nt,nt,-3
CCN=C(NCC)SC1CC(=O)N(c2cccc(OCC)c2)C1=O (stereo not drawn),-2,5,-1,-24,1,1,27,1,2
CCc1ccc(OCC(=O)Nc2cccc3nsnc23)cc1,2,1,8,-9,-3,-5,-12,-36,-5
CC1(C(=O)N(CC(=O)NC2CCCC2)Cc2ccco2)CC(=O)N=C2C=CC=CN21 (stereo not drawn),2,-15,2,-29,-20,2,-334,-4,0
Oc1ccccc1C1N=C(c2ccccc2)NC(c2ccccc2)=N1,0,-1,-8,-13[20 µM],-4,2,18,3,-4
CCOc1cc2[nH]c(=O)n(CCC(=O)N3CCN(c4ccccc4OC)CC3)c(=O)c2cc1OCC,-2,-5,-41,-25,1,2,-59,-9,-4
CC1(C)Cc2noc(N)c2C(C)(C)N1OC(=O)c1ccco1,-6,5,-2,-14[20 µM],-17,7,1,-5,-9
CCc1nnc(NS(=O)(=O)c2ccc(NC(=O)/C=C/c3ccccc3Cl)cc2)s1,-9,-1,-6,-22,-4,2,19,-44,-10
Cc1ccc2c(c1)C(=O)CC1(CCCCCC1)O2,1,-12,-4,-24,-6,nt,-103,5,nt
Cn1c(N)c(C(=O)COC(=O)CCC2CCCC2)c(=O)n(C)c1=O,0,-4,2,-12,2,-2,80*,-10,-4
Cc1cccc(-n2cnc(C(=O)NNC(=S)Nc3ccc(Cl)cc3)c2)n1,8,2,0,-17,16,-1,19,-8,-18
Nc1nc(SCC(=O)c2ccc(Oc3ccccc3)cc2)n[nH]1,3,1,-2,-9[20 µM],-15,0,-6,-7,-8
COc1ccc(NC(=O)COC(=O)CNC(=O)C2CCCCC2)cc1,0,-2,0,-23,-12,3,2,-8,-5
CN(C)CCCNC(NC(=O)/C=C/c1ccccc1)C(Cl)(Cl)Cl (stereo not drawn),0,-1,4,-26,-13,5,-16,-13,8
C/C(=C\c1ccco1)CN1CCN(Cc2ccc(C)o2)C(CCO)C1 (stereo not drawn),2,2,3,-18,-1,4,-10,-1,-11
O=C(CC1C(=O)NCCN1Cc1ccc(F)c(F)c1)NCCCn1ccnc1 (stereo not drawn),1,-4,-2,-24,3,2,-16,9,-5
O=C(COC(=O)c1ccc(F)cc1)Nc1nc2ccc([N+](=O)[O-])cc2s1,-3,-8,-8,-18,-20,1,-27,-41,4
COc1ccccc1/C=C/C=N/n1c(C2CCCCC2)n[nH]c1=S,5,-6,11,-19,-3,-8,25,-7,-9
Cc1ccc2c(CN3CCOCC3)cc(=O)oc2c1,1,-19,0,8,-4,3,12,-6,-2
O=C(NCCCN1CCOCC1)C1Cc2c(ccc3ccccc23)O1 (stereo not drawn),1,-4,-1,-13,-18,1,-18,-6,-4
CCN1CCN(Cc2ccc(NC(=O)c3ccc(C)c(NC(=O)N4CCNC4=O)c3)cc2C(F)(F)F)CC1,1,2,3,-23,-6,nt,-12,-18,nt
O=C(CSc1nc2[nH]ncc2c(=O)n1-c1ccc(Cl)c(Cl)c1)NCc1ccccc1Cl,0,1,1,-14,3,4,-32,-8,-10
Cc1c(C(=O)c2ccc(Cl)cc2Cl)cnc2cc3c(cc12)OCO3,-3,-10,1,-15[20 µM],-5,-8,2,-7,-4

Reprinted from the part before: two entries; new compounds follow.
Structure,Runt-CBFb FRET,Tb hexokinase,Runt-SMMHC FRET,Furin inh,EBV gp42 inh,p97 ATPase inh,m-calpain inh,p47phox inh,RBBP9 inhibitor
O=C(CSc1nc2[nH]ncc2c(=O)n1-c1ccc(Cl)c(Cl)c1)NCc1ccccc1Cl,0,1,1,-14,3,4,-32,-8,-10
Cc1c(C(=O)c2ccc(Cl)cc2Cl)cnc2cc3c(cc12)OCO3,-3,-10,1,-15[20 µM],-5,-8,2,-7,-4
CCn1nnc(-c2ccccc2NC(=O)C(F)(F)F)n1,-1,-5,5,-23,-23,3,10,-5,-2
COC(=O)c1ccc(OCC(=O)NC(C)(C)C)cc1,0,0,-7,-21[20 µM],-14,3,-9,-9,-5
O=C(NCCc1c[nH]c2ccccc12)C(=O)Nc1ccccc1,-1,0,2,-17,-20,2,11,6,7
CC(=C\c1ccco1)/C=C1/SC(=S)N(CC(=O)O)C1=O,30,1,-20,22,-58,-3,27,-23,-1
C=CCn1c(=O)/c(=C2/Sc3ccccc3N2CC)s/c1=C1/C(=O)NN=C1C,nt,0,nt,-9,-67,0,-3,-112,-7
COc1cc(CC(=O)N/N=C/c2ccc([N+](=O)[O-])cc2)c([N+](=O)[O-])cc1OC,-1,-8,3,-14,-16,3,-9,-9,-1
COc1ccc(N2CCN(C(=O)CCc3ccc(S(=O)(=O)NCC(C)C)cc3)CC2)cc1,-5,-9,0,-18[20 µM],-17,-5,-5,-3,3
Cc1ccn(Cc2n[nH]c(=S)n2Cc2ccccc2)n1,6,1,0,-21[20 µM],-21,2,-13,-2,-1
O=C(Cn1c(=O)n(Cc2ccccc2)c(=O)c2ccccc21)NCc1ccco1,-4,4,-3,-19[20 µM],-21,1,-4,-6,-8
CCN(CC)CCCNc1nc(-n2nc(C)cc2C)nc2sc3c(c12)CC(C)(C)OC3,2,-6,0,-14,-8,4,-19,-9,-6
CCNC(=O)NC(=O)CSc1ccc(NC(C)=O)cc1,-2,74*,2,-11,16,6,23,-2,-3
O=C(C1CCN(S(=O)(=O)c2cnc[nH]2)CC1)N1CCc2ccccc2C1,-1,0,-6,-17,-9,8,10,-1,-6
COc1cccc(CNC(=O)Cc2ccc(Br)cc2)c1,1,1,0,-21,3,0,8,-2,6
O=C(Nc1ccc(S(=O)(=O)N2CCOCC2)cc1)c1cc(-c2ccccc2O)n[nH]1,1,-11,0,-18,3,2,0,-14,-8
CC(C)Cc1nnc(NC(=O)CSc2nc(=O)cc(N)n2-c2ccccc2)s1,0,2,-4,-20[20 µM],1,5,25,3,-2
O=C1NC2(CCCCCC2)N=C1c1ccc(Br)cc1,0,1,-4,-19,-12,4,-3,-9,3

High-throughput results (PubChem BioAssay)
